HTR1E agonist: 5-HT1E receptor agonists, primary screen, cell-based, HTS. 5-hydroxytryptamine receptor 1E (Homo sapiens), P28566. CHO 5-HT1E Ga15 NFAT-bla reporter, FRET; 0% DMSO wells, 100% control agonist wells. activation, % at 6 µM. hit rate 0.69% among 65,000. AID 574, 2007;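 active means activation above a set limit, the screen-wide mean activation plus 3 SD, cut at about 8.5% in these data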;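 further: 100% = positive control agonist at 1 µM giving full maximal response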
SF1 activator: activators of human SF-1, primary screen, cell-based, CHO-K1, Gal4-SF-1 LBD, luciferase luminescence; Steroidogenic factor 1 (Homo sapiens), Q13285; CHO-K1 Gal4-SF-1 LBD luciferase reporter; % increase over DMSO SF-1-specific signal; activation, % at 10 µM; hit rate 1.9% among 65,000;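 active means activation above the mean activation of all tested compounds plus 3 SD, cut at about 50% in these data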
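Material: Gal4–SF-1 LBD one-hybrid luciferase reporter in CHO-K1 cells | Amount: 4,000 cells per well | Compound dosing: 10 µM single point, 1% DMSO | Schedule: 20 h compound treatment, 37 °C | Measured by: SteadyLite luciferase luminescence | Evaluation: Percent activation versus DMSO | Control set: DMSO-treated SF-1-transfected cells as negative, DMSO-treated mock-transfected cells lacking SF-1 as background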
HTR1E antagonist: 5-HT1E receptor antagonists, primary screen, cell-based, HTS | inhibition, % at 6 µM | hit rate 0.99% among 65,000 | CHO 5-HT1E Ga15 NFAT-bla reporter, FRET, antagonist;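 active means inhibition above a set limit, the mean inhibition across every tested compound plus 3 SD, cut at about 29% in these data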;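 further: signal is the 460 over 535 nm emission ratio of beta-lactamase substrate; 0% = agonist plus DMSO wells and 100% = wells without agonist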
AP ELISA ortho: alternative complement pathway inhibitors, primary screen, biochemical, ELISA, human serum, orthogonally pooled compounds. LPS-coated ELISA, C3 deposition; tested in compound mixtures. inhibition, % at 5 µM. hit rate 0.08% among 62,000;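 active means inhibition above 30% in each of the two pooled mixtures holding the compound, so the lower value exceeds 30%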;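 further: 0% = serum in Mg-EGTA without compound and 100% = EDTA serum blank; some compounds past the cut are filed as inactive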
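Test system: human serum alternative complement pathway, C3 deposition on LPS-coated wells; also added: Plate-bound LPS; doses: 5 µM per compound in ten-compound mixtures; schedule: 1 h at 37 °C; detection: Anti-C3 ELISA, OD 450 nm; evaluation: percent inhibition of C3 deposition onto LPS; repeats: two pool placements per compound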
Ecoli tolC: growth inhibitors of E. coli tolC mutant, primary screen, strain BW25113 ΔtolC::kan, 384-well; OD615; growth inhibition, % at 10 µM (by protocol); hit rate 2.2% among 65,000;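 active means growth inhibition at or above a cutoff equal to the mean over every tested compound plus 3 SD, cut at about 60% in these data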;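 further: growth measured after 20 h incubation at 37 °C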
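Doses: one dose of 10 µM final / Material: E. coli BW25113 ΔtolC::kan, tolC deletion mutant strain / Buffer or medium: LB with kanamycin 50 µg/mL / Evaluation: percent growth inhibition / Detection: optical density read at 615 nm / Incubation: 37 °C, 20 h exposure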
S1P1 ag pot: S1P1 agonists and agonism potentiators, primary screen, cell-based, primary and confirmation screens, CRE-bla reporter | Sphingosine 1-phosphate receptor 1 (Homo sapiens), P21453 | S1P1 CRE-bla cells, forskolin, beta-lactamase FRET, potentiator mode; S1P1 agonist co-added at EC20, 2 nM; 100% = saturating reference agonist, 0% = basal | activation, % at 9.5 µM | hit rate 0.57% among 56,000;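 active means activation above a cutoff set at the mean activation of all tested compounds plus 3 SD, cut at about 54% in these data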;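 further: forskolin at 4 µM as EC80 and the EC20 agonist is SEW2871; 100% = SEW2871 at its EC100 plus forskolin at EC80; some compounds past the cut are filed as inactive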
S1P3 ag: human S1P3 receptor agonists, primary screen, cell-based, primary and confirmation, NFAT-BLA reporter; hit rate 0.1% among 60,000; Sphingosine 1-phosphate receptor 3 (Homo sapiens), Q99500; activation, % at 4.5 µM; S1P3 NFAT-BLA reporter cells, agonism, FRET ratio; relative to 1 µM S1P, basal subtracted;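 active means activation above the screen-wide mean plus 3 SD, cut at about 4.5% in these data, passing the limit was not always enough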; further: some compounds called inactive have numbers as strong as hits
Target sequence (Q99500 whole entry, looked up): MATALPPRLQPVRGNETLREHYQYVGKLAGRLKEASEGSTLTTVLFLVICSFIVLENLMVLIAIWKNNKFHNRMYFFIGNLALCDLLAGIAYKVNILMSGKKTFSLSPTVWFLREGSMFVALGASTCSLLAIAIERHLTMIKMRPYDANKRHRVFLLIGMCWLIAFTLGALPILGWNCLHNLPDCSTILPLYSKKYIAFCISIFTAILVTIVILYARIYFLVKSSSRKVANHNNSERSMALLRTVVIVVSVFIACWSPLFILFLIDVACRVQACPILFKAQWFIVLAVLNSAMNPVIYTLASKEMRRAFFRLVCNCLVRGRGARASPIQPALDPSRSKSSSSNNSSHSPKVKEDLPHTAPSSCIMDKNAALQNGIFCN
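Assay system: stable CHO line with human S1P3, Gα16, NFAT-BLA reporter; Detection: FRET β-lactamase substrate fluorescence, excitation 405 nm, 460/535 nm emission ratio, background-subtracted; Read-out: percent activation versus median 1 µM S1P response, basal-subtracted, per plate; Incubation: cells plated overnight, compound 4 h 37 °C, substrate 2 h RT.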
RORa activator: activators of orphan receptor RORA, primary screen, cell-based, luminescence | Nuclear receptor ROR-alpha (Homo sapiens), P35398 | CHO-K1 Gal4-RORA LBD luciferase reporter; percent increase over mock-subtracted basal signal | activation, % at 10 µM | hit rate 1.5% among 65,000;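 active means activation above the mean of all tested compounds plus 3 SD, cut at about 49% in these data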;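 further: 0% = DMSO-treated RORA cells and 100% = added signal equal to DMSO minus mock-transfected cells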
5-HT1A blocker: human 5-HT1a receptor antagonists, primary screen, cell-based, CHO, Ga15 NFAT-bla reporter; 5-hydroxytryptamine receptor 1A (Homo sapiens), P08908; CHO 5-HT1a Ga15 NFAT-bla reporter, antagonist mode; inhibition, % at 10 µM; hit rate 0.68% among 62,000;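 active means inhibition above the mean of all tested compounds plus 3 SD, cut at about 43% in these data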;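 further: receptor stimulated by 5-CT agonist at 100 nM near EC80; beta-lactamase reporter measured by ratiometric fluorescence of a cleavable substrate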
Target sequence (P08908 whole entry, looked up): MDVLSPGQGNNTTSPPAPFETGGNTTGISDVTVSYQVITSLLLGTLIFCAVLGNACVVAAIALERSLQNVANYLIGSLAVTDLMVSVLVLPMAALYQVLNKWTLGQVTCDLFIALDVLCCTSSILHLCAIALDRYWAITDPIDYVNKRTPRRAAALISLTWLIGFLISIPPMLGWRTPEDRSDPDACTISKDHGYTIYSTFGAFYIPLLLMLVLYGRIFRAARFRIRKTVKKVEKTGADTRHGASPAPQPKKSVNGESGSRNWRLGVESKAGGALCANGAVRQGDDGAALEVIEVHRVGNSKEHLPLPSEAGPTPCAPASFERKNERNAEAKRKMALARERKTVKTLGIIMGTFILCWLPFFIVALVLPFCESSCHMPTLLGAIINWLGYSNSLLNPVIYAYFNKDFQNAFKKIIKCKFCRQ
* hit, by the source's call; x = no result given. Hits appear at their usual frequency. Share with any hit: about 7.1%.

mol	HTR1E agonist	SF1 activator	HTR1E antagonist	AP ELISA ortho	Ecoli tolC	S1P1 ag pot	S1P3 ag	RORa activator	5-HT1A blocker
CCc1sc(C(=O)NC)cc1Br	-0.2	-5	-6	5	8	8	-0.3	-15	-3
Cc1cnc(C(=O)Nc2ccc(N3CCOCC3)cc2)cn1	1.3	13	-8	7	x	-17	-0.5	43	-17
CC(C)(C)n1cnc2cc(NS(=O)(=O)c3ccc(Br)cc3)ccc21	-0.3	-2	8	13	37	16	-4.1	-5	x
CCOc1ccc(C(=O)CSc2nnc(N)s2)cc1	-0.1	49	0	0	0	-7	0.5	10	6
COc1cccc(Cn2c(=S)[nH]c3ccc(N4CCOCC4)cc3c2=O)c1	-0.4	13	11	14	-12	x	x	-6	-11
Cc1ccc(Cn2ccc(NC(=O)c3cc(-c4cccs4)on3)n2)cc1	0.7	-3	-19	7	-6	-21	0.1	5	-6
CC(C)(C)NC(=O)CSc1nc(O)cc(=O)n1-c1ccccc1F	0.2	-2	-2	21	-8	x	x	4	2
CCOC(=O)N1CCC(Nc2ncnc3c2cnn3-c2ccc(C)cc2C)CC1	0.7	-7	-5	10	14	25	-1.4	0	-8
C=CCn1cc(C(=O)NCCOC)c(=O)c2cc(S(=O)(=O)N(CC)CC)ccc21	0.6	2	2	27	-9	-2	0.0	-10	-15
CSc1ncccc1C(=O)OCC(=O)c1cc2ccccc2o1	-0.1	-11	5	11	10	x	x	5	-2
Cc1c(Br)cc(C(=O)N2CCCC2)c(C)c1C	0.3	0	-2	11	-3	x	-1.2	-2	1
Cc1c(Cl)cccc1NC(=O)CSc1nnc(CCNC(=O)OC(C)(C)C)o1	-1.0	6	5	-8	1	11	-1.0	-5	1
O=c1[nH]c(SCc2ccc(F)cc2)nc2c1cnn2-c1ccc(F)cc1	-1.1	8	6	-12	0	-22	-0.7	10	2
COc1cccc(-n2c(C)c(C(C)=O)c(C(C)=O)c2C)c1	-0.8	1	0	16	3	-4	-0.5	19	-2
CCOc1c(S(=O)(=O)N2CCCC2)ccc(Cl)c1Cl	0.8	8	7	-16	52	-10	-1.1	-14	-4
CCn1c(=O)c2cc(C(=O)N3CCN(C(=O)c4ccco4)CC3)sc2c2ccccc21	1.6	-4	14	5	98*	-48	-0.2	13	-6
CC(NC(=O)c1noc2c1CCCCC2)c1ccccc1 (centres undefined)	-0.2	35	-5	-6	3	-50	-1.1	7	3
CCNC(=O)c1nc[nH]c1C(=O)NCC	-0.8	2	-4	-12	-14	-22	-0.1	-1	9
COc1cc(NC(=O)c2cccs2)c(OC)cc1NC(=O)c1ccco1	0.7	16	3	16	3	24	-2.4	-7	23
CCCCN(C)S(=O)(=O)c1cc(Br)cc2c1N(C(=O)C1CC1)CC2	1.3	2	10	18	32	x	x	2	7
CCN(CC)S(=O)(=O)C1CCS(=O)(=O)C1 (centres undefined)	-0.5	-8	-9	9	-16	-33	-2.4	-17	3
CC(C)(C)c1cnnn1-c1ccc(NC(=O)c2ccc3c(c2)OCO3)cc1	0.0	25	-2	2	21	x	x	-2	-33
Cc1nnc(C)n1/N=C/c1cccs1	-0.4	-17	-3	6	-14	-19	-0.1	-1	0
CCN(CC)c1ccc(C2CC(=O)Nc3cc(OC)c(OC)cc32)cc1 (centres undefined)	-0.1	-7	-5	10	-2	x	x	-2	0
CCC(C)NC(=O)CSc1nc2ccc(N3CCOCC3)cc2c(=O)n1CCc1ccccc1 (centres undefined)	0.5	8	13	13	-1	x	x	-6	-9
COc1ccc(-n2nnc3c(=O)n(Cc4cccc(C)c4)cnc32)cc1	-0.9	10	9	-3	15	4	-1.4	0	3
Cn1ccnc1SCC(=O)Nc1ccc2ccccc2c1	-0.4	22	7	14	1	x	x	48	-4
c1ccc(C2NCCn3cccc32)cc1 (centres undefined)	0.3	-10	2	13	-9	x	-0.2	-10	-5
Cn1nc(C(=O)Nc2ccc(S(=O)(=O)N3CCCCC3)cc2)ccc1=O	-0.5	-12	-4	8	-6	0	0.5	0	-10
COCCn1nnnc1C(c1cc2c(C)cc(C)cc2[nH]c1=O)N1CCCCCC1 (centres undefined)	-0.1	-2	18	11	10	3	-1.6	-27	2
CCSc1nnc(NC(=O)c2ccc(Br)s2)s1	-0.1	18	-3	0	23	17	0.1	27	-11
CCn1c(=O)cc(OCC(=O)Nc2ccc(C)cn2)c2ccccc21	-0.3	-4	4	10	0	-29	-0.3	-2	17
Cc1cccn2c(=O)c3cc(C#N)c(=NC(=O)c4ccc5c(c4)OCO5)n(CC(C)C)c3nc12	0.9	0	-8	4	43	-12	0.5	-5	-6
CCS(=O)(=O)N1CCCC(C(=O)NCCc2ccc(OC)c(OC)c2)C1 (centres undefined)	-1.6	3	6	4	-20	-21	-0.4	-18	6
O=c1[nH]c2c(cc1CNCCN1CCOCC1)c(-c1cccc(F)c1)nn2-c1ccccc1	-0.2	-10	12	2	42	-6	0.2	-12	-5
N=c1c2c(n(Cc3ccc(Cl)c(Cl)c3)c3c1CCC3)CCCC2	-0.4	-7	-3	2	100*	-7	-1.1	17	11
Cc1sc(NC(=O)CN2CCN(c3ccccn3)CC2)c(C#N)c1C	-0.4	-2	3	-4	2	-5	0.0	4	0
COc1cc(C2c3c(oc4c(C)cc(C)cc4c3=O)C(=O)N2Cc2cccnc2)ccc1O (centres undefined)	-0.5	10	2	2	-6	-28	-0.6	-4	-15
N=C1C(c2ccccc2)=C(O)CN1c1ccccc1N1CCOCC1	1.5	-3	-4	13	-4	x	x	-2	13
CCOC(=O)CNC(=O)CSc1nc(NCc2ccccc2)nc(N(C)C)n1	0.4	-8	1	11	5	x	-0.7	-1	-8
O=C(COc1ccc(Cl)cc1Cl)NCCCN1CCOCC1	0.5	-5	0	7	-10	-18	-0.2	-7	-5
Cc1ccc(S(=O)(=O)NC(CC(=O)NC2CCCC2)c2ccco2)cc1 (centres undefined)	0.0	11	1	2	4	2	-1.4	4	-1
CCn1c2ccccc2c2nnc(SCC(=O)OCN3C(=O)c4ccccc4C3=O)nc21	0.0	-8	-1	10	-10	4	-1.1	-8	6
COC(=O)C1=C(N)N(c2ccc(F)cc2)C2=C(C(=O)CCC2)C1c1ccc2c(c1)OCO2 (centres undefined)	-0.4	-13	-5	12	-16	x	x	-9	-5
O=S(=O)(NC1CCCc2ccccc21)c1cnc[nH]1 (centres undefined)	0.4	27	-2	9	-24	-1	0.1	-2	-4
COc1cccc(/C(O)=C2/C(=O)C(=O)N(c3cc(C)on3)C2c2cccs2)c1 (centres undefined)	1.3	-10	0	-4	20	7	-0.9	6	8
Cc1ccc2nc(-c3ccc4c(c3)OCCO4)cc(C(=O)O)c2c1	1.6	-2	-1	1	13	-23	-0.4	-11	5
COCCOc1ccc(C(F)(F)F)cc1NC(=O)COC(=O)c1c(C)noc1C	0.5	18	-6	1	6	-46	-0.9	4	3
Fc1ccc(C2CC(c3ccccc3)n3ncnc3N2)cc1 (centres undefined)	0.1	3	1	3	17	x	x	-7	7
Cc1nc2c(C)cccn2c1/C(O)=C1\C(=O)C(=O)N(CCN2CCOCC2)C1c1ccncc1 (centres undefined)	0.8	4	-2	0	-18	-11	-0.3	-14	-8
CCC(CC)C(=O)Nc1cc(C(=O)OC)cc(C(=O)OC)c1	0.4	11	-2	7	1	-14	-0.1	-18	6
CC1C(=O)C(C)C(c2cccs2)NC1c1cccs1 (centres undefined)	-0.4	-16	7	3	16	x	x	-8	5
Cc1ccc(C2N(c3ccc(Cl)c(Cl)c3)C(=O)C3CCCN32)o1 (centres undefined)	0.5	-2	0	6	2	-11	-1.2	27	2
Cc1ccsc1C1NC(=O)c2ccccc2N1 (centres undefined)	-0.6	17	-4	3	-8	x	x	26	2
Cc1cccc(Nc2ncnc3nc[nH]c23)c1	-0.2	33	5	12	-5	-16	-0.8	25	3
CCc1nc2cc(Cl)c(Cl)cc2[nH]1	-0.1	-8	-17	11	6	-31	-0.1	-20	14

Next structures follow.
mol	HTR1E agonist	SF1 activator	HTR1E antagonist	AP ELISA ortho	Ecoli tolC	S1P1 ag pot	S1P3 ag	RORa activator	5-HT1A blocker
CCOCCCn1c(=N)c(C(=O)NCCN2CCOCC2)cc2c(=O)n3cccc(C)c3nc21	1.4	6	-8	0	-22	-12	0.4	4	-2
O=C(NCCC(=O)N1CCNC1=O)OCc1ccccc1	-0.1	-2	-3	14	-7	4	-1.6	-24	-25
CC(NC(=O)c1ccccc1Cl)C(=O)O (centres undefined)	-0.5	14	4	14	-28	-9	-1.1	-2	-6
Cn1c(SCC(=O)N2CCOCC2)nnc1-c1cccc(NC(=O)c2ccccc2F)c1	-0.1	-8	-12	19	1	3	0.8	-20	x
CCN1C(=O)c2ccc(C(=O)NCc3ccccc3)cc2C1=O	0.9	13	5	-18	-2	-10	-0.3	-14	-3
Nc1cccc(C(=O)Nc2ccc(N)cc2Cl)c1	-0.6	-6	-5	1	2	-28	-0.3	1	6
COc1ccc(-c2nc3n(c(=O)c2C#N)CCCS3)cc1	-2.2	2	-3	19	-7	x	x	-1	5
NC(=O)c1c(NC(=O)c2cc3ccccc3o2)sc2c1CCC2	0.8	35	-205	11	10	21	-0.1	9	-71
CCN1CCN(CC(=O)NC2CCCC2)C(=O)C1=O	0.2	-15	-5	-2	-11	-30	-0.9	-13	-7
C=CCn1cc(C(=O)OC)c(=O)c2cc(S(=O)(=O)N3CCC(C)CC3)ccc21	-0.5	10	0	6	-8	-19	1.1	14	-16

From PubChem BioAssay
